# MPTP inh – blocks calcium-induced mitochondrial swelling. 360,000 tested, 1.4% active. inhibition, % at 10 µM. AID 602449. isolated mouse mitochondria, Ca2+ swelling absorbance, 30 min;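 active = inhibition of 50% or more, scaled per plate between neutral and stimulator controls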;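 note: 0% = DMSO wells given calcium and 100% = 1 mM EGTA wells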
# * = called active by the depositor.
structure	MPTP inh
COCCn1c(=S)[nH]c2cc(C(=O)N3CCN(C4CCCCC4)CC3)ccc2c1=O	-1.1
CC(C)Oc1cc(F)ccc1-c1cc(C(=O)Nc2cccc(Cl)c2)[nH]n1	9.4
COC(=O)C[C@H]1C[C@H]2c3cc(NS(=O)(=O)c4ccc(OC)cc4)ccc3O[C@H]2[C@H](CO)O1	1.4
CCCCn1nnnc1C(CCSC)N1CCN(C/C=C/c2ccccc2)CC1 (stereo unspecified)	0.0
COC(=O)[C@@]12C[C@@H](CC(=O)N3CCN(C(=O)C4CC4)CC3)C(=O)N(Cc3ccco3)C1=CCC(C)(C)C2	1.7
O=C1C=CC(=NN=C(c2ccccc2)c2ccccc2)C=C1	3.8
CC(C)(C)OC(=O)N1CCC(NC(=O)c2[nH]cnc2C(=O)Nc2ccccc2F)CC1	0.0
Cc1ccc([C@H]2C[C@@H](O)[C@H](n3cc(-c4ccc(F)cc4)nn3)CN2C(=O)C2CCCCC2)cc1	0.2
OC[C@@H]1CN(Cc2ccc(Cl)cc2)C[C@H](n2cnc3c(NCc4ccc(F)cc4)ncnc32)O1	0.7
O=C(C=Cc1ccc2c(c1)OCO2)C1CC1	0.6
CN1OC[C@@H]2CN(C(=O)c3cccc4ccccc34)[C@H](c3ccccc3Br)C[C@@H]21	-1.1
C[C@@H]1CCCCO[C@@H](CN(C)S(=O)(=O)c2ccc(Cl)cc2)[C@@H](C)CN([C@H](C)CO)C(=O)c2cc(N(C)C)ccc2O1	-3.0
COCCNc1nc(Oc2ccc(NC(C)=O)cc2)c2sc(-c3ccccc3)cc2n1	-0.7
COc1ccc(C(C)=O)c(OCC(=O)NCCC2=CCCCC2)c1	0.6
COc1ccc(CNC(=O)C2Cc3c(-c4ccccc4Oc4ccccc4)ccnc3O2)cc1OC (stereo unspecified)	0.3

# In the list so far, five have sulfur.
structure	MPTP inh
COCCn1c(=S)[nH]c2cc(C(=O)N3CCN(C4CCCCC4)CC3)ccc2c1=O	-1.1
COC(=O)C[C@H]1C[C@H]2c3cc(NS(=O)(=O)c4ccc(OC)cc4)ccc3O[C@H]2[C@H](CO)O1	1.4
CCCCn1nnnc1C(CCSC)N1CCN(C/C=C/c2ccccc2)CC1 (stereo unspecified)	0.0
C[C@@H]1CCCCO[C@@H](CN(C)S(=O)(=O)c2ccc(Cl)cc2)[C@@H](C)CN([C@H](C)CO)C(=O)c2cc(N(C)C)ccc2O1	-3.0
COCCNc1nc(Oc2ccc(NC(C)=O)cc2)c2sc(-c3ccccc3)cc2n1	-0.7

# (more compounds)
structure	MPTP inh
Cc1cc(C)n(-c2ccc(C(=O)N3CCN(S(=O)(=O)c4ccc(Br)cc4Cl)CC3)cc2)n1	0.7
CCCc1c(-c2ccc(Cl)cc2)ncn1CCc1ccccc1OC	1.2
Cc1noc(C)c1-c1ccc(C(=O)NCC(C)C)c2occc12	0.8
O=S1(=O)CC(N2CCN(Cc3ccccc3F)CC2)CN1Cc1cn(Cc2cccc(C(F)(F)F)c2)nn1 (stereo unspecified)	1.0
CCCCNC(=O)C1c2ccccc2OCC(=O)N1CC(F)(F)F (stereo unspecified)	1.4
COC(=O)c1ccccc1C(=O)c1c(C)cc(C)cc1C	-1.9
CCOC(=O)N1CCN(C(=O)C[C@@H]2C[C@@]3(C(=O)OC)CCCCC=C3N(Cc3ccc4c(c3)OCO4)C2=O)CC1	9.5
Cc1cc(Nc2ccc(C)c(C)c2)n2ncnc2n1	0.3
CCCCCCCCN1C(=O)[C@H](CC(=O)N2CCCCC2)C[C@@]2(C(=O)OCC)CCCC=C12	-0.5
C[C@@H]1CN([C@@H](C)CO)C(=O)c2cc(C#Cc3ccccc3)cnc2O[C@@H]1CN(C)Cc1ccccn1	-0.4
CC(=O)N1C[C@H]2CON(C)[C@H]2C[C@H]1c1ccc(-c2ccc(C#N)cc2)cc1	-0.5
Cc1ccc(CN2CC(N3CCCCC3)CS2(=O)=O)cc1 (stereo unspecified)	0.8
Cc1cccc(COC[C@H](Cc2ccccc2)N2CCN(C(=O)c3ccc(C(F)(F)F)cc3)CCC2=O)c1	-1.5
CSc1nc2nc(Cl)c(Cl)nc2[nH]1	0.5
CCc1nc2c(OCc3ccc(F)c(F)c3)cccn2c1N(C)C(=O)c1cccs1	0.0

# (list continues)
structure	MPTP inh
CC1(C)OC(=O)C2=C(C[C@@H](C3CCCCC3)O[C@@H]2c2ccc(Cl)cc2)O1	0.2
CN(CCCn1ccc(NC(=O)OCc2ccccc2)nc1=O)Cc1ccco1	2.5
c1ccc2[nH]c(CCCCCc3nc4ccccc4[nH]3)nc2c1	0.0
Nc1nc(-c2ccccc2)c(CC(=O)O)s1	-1.6
CCc1nc2ccc(C(=O)Nc3cccc(OCC(=O)N(C)C)c3)cn2c1N(C)C(=O)c1cccc(OC)c1	1.4
O=C(Nc1ccc(Cl)cc1)C1Cc2c(-c3ccccc3)ccnc2O1 (stereo unspecified)	1.3
CCOc1ccc2nc(S(=O)(=O)NC(=O)C3(C)CCN3C(=O)c3cccc(F)c3)sc2c1 (stereo unspecified)	-0.4
Cc1ccc2nc(-c3ccccc3)c(CC3CCCCC3)n2c1	-0.4
C[C@@H](c1ccccc1)N1C[C@@H](COCc2ccccc2)Oc2cc(N3CCC[C@H]3C(N)=O)ccc2S1(=O)=O	2.6
OC(c1ccccc1)c1nc(-c2cncnc2)cs1 (stereo unspecified)	1.9
CCOCc1nc2nc(Cl)c(Cl)nc2[nH]1	-0.6
CC(C)Oc1cccc(NC(=O)C2(C)CCN2C(C)C)c1 (stereo unspecified)	1.4
COc1cccc(OC)c1OCCN1CCC(C(=O)NC(c2ccccc2)c2ncccc2C)CC1 (stereo unspecified)	-0.7
CCN(CC)C(=O)C1=C(C)N(CCC2=CCCCC2)C(=O)C(CC(=O)NCCCN(C)C)C1 (stereo unspecified)	0.5
O=C(CC1CC1)Nc1ccc2c(c1)[C@@H]1C[C@H](CC(=O)NC3CCCC3)O[C@@H](CO)[C@@H]1O2	0.9

# 6 records drawn at random from those above:
structure	MPTP inh
Cc1ccc2nc(-c3ccccc3)c(CC3CCCCC3)n2c1	-0.4
C[C@@H](c1ccccc1)N1C[C@@H](COCc2ccccc2)Oc2cc(N3CCC[C@H]3C(N)=O)ccc2S1(=O)=O	2.6
CC1(C)OC(=O)C2=C(C[C@@H](C3CCCCC3)O[C@@H]2c2ccc(Cl)cc2)O1	0.2
OC(c1ccccc1)c1nc(-c2cncnc2)cs1 (stereo unspecified)	1.9
Nc1nc(-c2ccccc2)c(CC(=O)O)s1	-1.6
O=C(CC1CC1)Nc1ccc2c(c1)[C@@H]1C[C@H](CC(=O)NC3CCCC3)O[C@@H](CO)[C@@H]1O2	0.9

# Carrying on:
SMILES	MPTP inh
CC(C)Nc1ncnc2c1ncn2[C@H]1CN(C2CCCC2)C[C@@H](CO)O1	-1.6
CC(=O)OC1C=CN(C(C)=O)C(SC(C)(C)C)C1(C)O (stereo unspecified)	-0.2
CCCNC(=O)c1cc(C2CCCN(S(=O)(=O)c3cccs3)C2)on1 (stereo unspecified)	-0.6
CCOc1ccc(CCN2C(=O)C(=O)N([C@@H](Cc3ccccc3)CN3CCC[C@H]3CN3C(=O)C(=O)NC[C@@H]3Cc3ccccc3)C[C@@H]2Cc2ccccc2)cc1	-4.2
COc1ccc(CNC(=O)c2cccc3c(-c4cnn(C)c4)coc23)cc1OC	16
COc1ccc(-c2coc3c(C(=O)NCc4ccc(C(F)(F)F)cc4)cccc23)c(C)c1	0.9
CCNC(=O)C1(C)CCCN(C(=O)c2csc3ccccc23)C1 (stereo unspecified)	-1.4
C[C@@H]1CN([C@H](C)CO)S(=O)(=O)c2ccc(Br)cc2O[C@@H]1CN(C)C(=O)Nc1ccc(C(F)(F)F)cc1	0.8
O=C(Nc1nnc([C@H]2C[C@H](O)[C@@H](CO)O2)s1)C(c1ccccc1)c1ccccc1	-0.8
CCCOc1ccc(F)cc1-c1cc(C(=O)NCc2ccco2)[nH]n1	0.6
Cn1ccc2c(-c3ccc(F)cc3)cc3c(c21)C1CCC3C1 (stereo unspecified)	2.5
CN1C=Nc2c(ncn2C2CCC(CO)O2)C1O (stereo unspecified)	0.3
CCCCNc1c(-c2ccccn2)nc2nc(C)cc(C)n12	-3.8
CC(=O)Nc1ccc(NC(=O)c2ccc3sc([C@H]4C[C@H](O)[C@@H](CO)O4)nc3c2)cc1	0.0
Cc1ccccc1-c1csc(C(O)c2cccc(Cl)c2)n1 (stereo unspecified)	-0.1
O=c1[nH]cc(S(=O)(=O)N2CCN(c3ccc(F)cc3)CC2)c(=O)[nH]1	0.2
Cc1ccc(NC(=O)CSCC(=O)N(C)Cc2c(F)cccc2Cl)cc1	2.0
N#Cc1ccccc1C[C@H](N)C(=O)NC[C@H]1O[C@@H](n2ccc(N)nc2=O)[C@H](O)[C@@H]1O	-0.9
O=C(Nc1ccn(CCCN2CCN(c3ccccc3)CC2)c(=O)n1)OCc1ccccc1	0.4
CN1OC[C@@H]2CN(S(=O)(=O)c3cccc4ccccc34)[C@H](c3ccc(-c4ccccc4)cc3)C[C@@H]21	-1.8
CC1(C(=O)NS(=O)(=O)c2ccc(Cl)s2)CCN1C(=O)c1ccccc1CCc1ccccc1 (stereo unspecified)	2.4
Cc1ccc(Cc2c(-c3ccc(C#N)cc3)nc3c4ccccc4ccn23)cc1	-0.3
C[C@@H]1CN([C@H](C)CO)C(=O)CCCn2nncc2CO[C@@H]1CN(C)S(=O)(=O)c1cccc(C#N)c1	-1.4
CC1(C(=O)Nc2cccc(C(F)(F)F)c2)Cc2c(-c3ccc4c(c3)OCO4)ccnc2O1 (stereo unspecified)	0.4
CC(C)C1C(=O)N(Cc2cn(CC3CCCCC3)nn2)CCS(=O)(=O)N1Cc1ccc(-c2ccc(F)nc2)cc1 (stereo unspecified)	-1.0
CC(=O)N1CCCC(C)(C(=O)Nc2ccc3nc(C)ccc3c2)C1 (stereo unspecified)	-0.6
COC(=O)C[C@H]1CC[C@H](NC(=O)Cc2ccccc2)[C@@H](CO)O1	-1.6
NC(Cc1ccc(F)cc1)c1csc(Nc2nccc(C(F)(F)F)n2)n1 (stereo unspecified)	2.5
COc1ccc(-c2ccc(N3C(c4ccsc4)=Cc4ccc(F)cc4C3c3c[nH]c4ccccc34)cc2)cc1 (stereo unspecified)	1.5
COc1ccccc1CN(C)C[C@H]1OCc2cnnn2CCCC(=O)N([C@H](C)CO)C[C@@H]1C	0.3

# The listing continues.
SMILES	MPTP inh
COCCn1c(N)c(N(Cc2ccccc2)C(=O)C(C)Oc2ccc(Br)cc2)c(=O)[nH]c1=O (stereo unspecified)	-1.7
COc1ccc(-c2cc(NC=O)c3ncc(-c4cccc(C(F)(F)F)c4)n3c2)c(OC)c1	0.1
COc1ccc(CN(CCCn2cnc3c(OC)ncnc32)CCCn2cnc3c(OC)ncnc32)cc1	0.0
COC(=O)[C@@]12C[C@@H](CC(=O)NCc3ccccc3)C(=O)N(Cc3ccc4c(c3)OCO4)C1=CCC(C)(C)C2	0.8
CN(Cc1ccccc1)C(=O)C(=O)c1c[nH]c2ccccc12	-0.4
Cc1cc(C(=O)CN2C(=O)NC(C)(c3ccc(F)c(F)c3)C2=O)c(C)n1C1CC1 (stereo unspecified)	-0.3
C[C@@H]1CN([C@H](C)CO)C(=O)c2c(c3ccccc3n2C)-c2ccccc2CO[C@H]1CN(C)Cc1ccc(C(F)(F)F)cc1	-0.9
CC1=C(C(=O)N(C(C)C)C(C)C)CC(CC(=O)NCc2cccc3ccccc23)C(=O)N1Cc1ccc(C(C)(C)C)cc1 (stereo unspecified)	-1.2
CC(C)C[C@H]1CNC(=S)N1C[C@H]1CCCN1C[C@H](Cc1ccc(O)cc1)N1C[C@H](Cc2ccccc2)N(CCc2ccccc2)C1=S	-0.6
CCC[C@@H]1C=C(C(=O)OCC)[C@H](c2ccccc2)N1S(=O)(=O)c1ccc(C)cc1	0.9
COCCNC(=O)C1CCCN(C(=O)/C=C/c2ccccc2)CC1 (stereo unspecified)	0.3
CC1Cc2ccccc2N1C(=O)Cn1cc(C(F)(F)F)ccc1=O (stereo unspecified)	0.2
Cc1cccc(C)c1Cn1c(C)c(C(=O)NCc2ccc([N+](=O)[O-])cc2)sc1=O	0.9
Cc1noc(C)c1CCC(=O)Nc1cc(C(=O)O)ccc1Cl	-2.3
C[C@@H]1CCCCO[C@H](CN(C)Cc2ccc(C(=O)O)cc2)[C@@H](C)CN([C@H](C)CO)C(=O)c2cc(N(C)C)ccc2O1	0.0
CCCCC(=O)N(C)c1c(C)nc2ccc(C(=O)N(C)Cc3ccco3)cn12	1.5
Brc1cccc(-c2nc3ccc(Br)cn3c2Cc2ccccc2)c1	0.9
COc1cc(CNC(=O)c2cc(-c3cc(F)ccc3OCC3CCCO3)n[nH]2)cc(OC)c1 (stereo unspecified)	-0.3
CC(O)(c1ccc(F)c(F)c1)c1nc(-c2cccc(C(=O)O)c2)cs1 (stereo unspecified)	-1.4
C[C@H](CO)N1C[C@H](C)[C@@H](CN(C)Cc2cccc3c2OCCCO3)OCc2cnnn2CCCC1=O	-2.4
CCCCCCn1c(=O)n2n(c1=O)[C@@H]1CN(S(=O)(=O)c3ccc(C)cc3)C[C@]1(O)[C@@H](OC(=O)NCc1ccco1)C2	0.3
CN(C(=S)NC(=O)C1CCCC1)c1ccccc1	-0.1
COC(=O)c1ccc(CSc2ccccc2NC(=S)Nc2cccc(SC)c2)o1	24
C#CCN(C[C@H]1[C@H](OC(=O)NCC2CCCCC2)[C@H](OC(=O)NCC2CCCCC2)C[C@H]2C(=O)N(c3ccccc3)C(=O)[C@@H]12)S(=O)(=O)c1ccc(C)cc1	-0.8
CN(Cc1ccccc1)C(=O)c1ccc(Cc2cn(C)c3ccccc23)nc1	0.8
CCOC(=O)C1=C[C@@H](CC)N(S(=O)(=O)c2ccc(C)cc2)[C@H]1c1ccccc1	0.3
COc1ccc(CN(C)C(=O)/C=C/[C@H]2O[C@@H](n3cc(C)c(=O)[nH]c3=O)C[C@@H]2O)cc1OC	-0.6
O=C(NCCN1CCC(n2c(=O)[nH]c3ccccc32)CC1)c1ccc(F)c(F)c1	-2.2
COc1ccccc1-c1cc(NC=O)c2ncc(-c3cccc(C(C)=O)c3)n2c1	1.5
O=c1oc2cc(O)ccc2cc1-c1nc2ccccc2o1	0.3
CCC1Oc2ccccc2N(CC(=O)N2CCCC2)C1=O (stereo unspecified)	-3.2
CCCCNC(=O)C1(C)CCN1C(=O)c1oc2ccccc2c1C (stereo unspecified)	0.3

# A portion of the library. The share of hits here may be higher or lower than overall.
